EPAC1 agonist: agonists of human EPAC1 | O95398 | actives 0.073% (n = 360,000) | EPAC1 agonist qHTS, biochemical assay; response scale: 100% = response to 6.5 mM cAMP | Potency, µM (doses to about 154 µM), without a hit: at the top dose activation, hits mostly activators | AID 720707; also: nearly all actives have a fitted effect of over 60% in size
Target sequence (O95398 whole entry, looked up): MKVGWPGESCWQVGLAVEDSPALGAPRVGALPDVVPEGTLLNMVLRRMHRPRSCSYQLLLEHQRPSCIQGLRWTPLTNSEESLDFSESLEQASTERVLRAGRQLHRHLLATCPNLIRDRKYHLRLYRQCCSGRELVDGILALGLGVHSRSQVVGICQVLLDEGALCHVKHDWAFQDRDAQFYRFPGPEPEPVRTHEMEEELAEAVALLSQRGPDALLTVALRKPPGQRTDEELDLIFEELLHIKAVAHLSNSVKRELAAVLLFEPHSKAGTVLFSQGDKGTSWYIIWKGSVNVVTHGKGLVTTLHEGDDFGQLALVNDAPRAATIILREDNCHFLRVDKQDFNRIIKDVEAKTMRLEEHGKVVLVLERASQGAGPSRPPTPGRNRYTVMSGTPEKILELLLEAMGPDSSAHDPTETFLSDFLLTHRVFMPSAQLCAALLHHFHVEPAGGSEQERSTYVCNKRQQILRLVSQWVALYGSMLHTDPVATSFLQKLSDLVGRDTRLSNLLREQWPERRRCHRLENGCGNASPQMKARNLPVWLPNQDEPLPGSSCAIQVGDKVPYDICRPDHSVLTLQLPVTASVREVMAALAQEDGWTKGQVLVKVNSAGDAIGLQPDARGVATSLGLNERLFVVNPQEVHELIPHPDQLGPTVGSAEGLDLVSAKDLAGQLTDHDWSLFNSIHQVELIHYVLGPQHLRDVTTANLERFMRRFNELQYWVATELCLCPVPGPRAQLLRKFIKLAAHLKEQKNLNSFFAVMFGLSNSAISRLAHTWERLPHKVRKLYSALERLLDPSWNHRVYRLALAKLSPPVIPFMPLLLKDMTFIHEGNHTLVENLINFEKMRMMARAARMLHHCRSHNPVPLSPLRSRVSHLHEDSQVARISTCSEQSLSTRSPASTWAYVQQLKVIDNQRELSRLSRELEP
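Compounds were pinned as a concentration titration into mixtures of EPAC1 (100 nM), BODIPY-GDP-loaded Rap1B (250 nM) and GDP (50 uM). After 5 min at room temperature, fluorescence was followed for 30 min; activity was scaled to 6.5 mM cAMP.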
EPAC2 agonist: activates human EPAC2 exchange factor; Q8WZA2; actives 0.079% (n = 360,000); EPAC2 activation, biochemical qHTS; response scale: 100% = 6.5 mM cAMP response; AID 720711; Potency, µM (doses to about 154 µM), for inactives: at the highest dose activation, actives largely listed as activators; also: nearly all actives have a fitted effect of over 50% in size
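Each well held 100 nM EPAC2, 250 nM RAP1B-BODIPY-GDP and 50 uM GDP. Fluorescence, read at 5-min intervals to 30 min, was referenced to a 6.5 mM cAMP positive control.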
EPAC2 antag: antagonists of human EPAC2; EPAC2 GEF exchange of Rap1B-BODIPY-GDP, fluorescence; Potency, µM (titrated, usually from 114 µM), for inactives: at the highest dose activity, negative = inhibition, actives largely listed as inhibitors; Q8WZA2; actives 0.18% (n = 360,000); also: % is scaled to controls: 0 for no effect and ±100 for the full control effect; nearly all actives have a fitted effect of over 45% in size; many of its hits are not listed in these tables
TDP43 rescue: inhibitors of TDP-43 toxicity in yeast. actives 1.8% (n = 410,000). AID 652104. TDP-43 expressing yeast growth rescue, BacTiter-Glo, 24 h. Potency, µM (series often up to 46.1 µM), for the others: top-dose growth rescue (activation), actives largely listed as activators; also: % of control where 0% means no effect; nearly all actives have a fitted effect of over 50% in size
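Luminescence from BacTiter-Glo reports growth of TDP-43-expressing yeast after 24 hr at 30 deg C with compound. Cells were raffinose-pregrown to mid-log, then seeded in galactose medium at OD600=0.02.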
EPAC1 antagonist: antagonists of human EPAC1; Potency, µM (doses to about 115 µM), for the others: at the top dose activity change, negative = inhibition, usual class: inhibitors; O95398; AID 720709; actives 0.14% (n = 360,000); EPAC1 GEF assay, Rap1b-BODIPY-GDP exchange fluorescence;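 also: plate controls were vehicle for no effect and positive control for full effect; nearly all actives have a fitted effect of over 50% in size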
aSyn yeast inh: alpha-synuclein toxicity inhibition in yeast. Yeast expressing alpha-synuclein, growth rescue, BacTiter-Glo, 24 h. Potency, µM (doses to about 46.1 µM), for the others: top-dose growth rescue (activation), hits mostly activators. actives 0.14% (n = 370,000). AID 652106; also: % of control where 0% means no effect; nearly all actives have a fitted effect of over 65% in size
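Readout is rescue of growth in alpha-synuclein-expressing yeast, so inhibitors of toxicity appear as activators. Growth after 24 hr at 30 deg C in galactose medium is quantified by luminescence.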
FUS suppressor: rescues growth of FUS-expressing yeast | S. cerevisiae FUS-expressing, growth rescue, OD600, 24 h | Potency, µM (series often up to 76.6 µM), for inactives: at the top dose growth rescue (activation), most hits filed as activators | actives 0.24% (n = 390,000) | AID 1347120;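 also: plate controls were DMSO vehicle for no effect and reference control for full effect; nearly all actives have a fitted effect of over 55% in size; some results filed as inactive show a strong effect at the top dose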
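S. cerevisiae expressing FUS from galactose induction served as the toxicity model. Growth after 24hr at 30C, read as absorbance at 600 nm, indicates suppression of toxicity; compounds dosed at several concentrations.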
PTHR1 ag: agonists of human PTHR1 parathyroid hormone receptor | HEK293 GP2 PTHR1 cells, GloSensor cAMP luminescence, 1 h | Potency, µM (doses to about 115 µM), for the others: at the top dose activation, hits mostly activators | actives 0.075% (n = 410,000) | Q03431 | AID 743266; also: nearly all actives have a fitted effect of over 55% in size; some results filed as inactive show a strong effect at the top dose; inactives centre near -15; many of its hits are not listed in these tables
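HEK-293-derived GP2 cells expressing PTHR1 and a GloSensor cAMP reporter, 3,000/well, plated overnight, given luciferin plus IBMX (each 0.5 mM as added) for 1 h at 37 °C, then compound for 1 h at 37 °C. Luminescence was read after 15 min at room temperature.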
Active calls of the source: *; i = inactive; ? = inconclusive; nt = not tested or not shown; & = joins results of further samples; [ ] = dose if it differs, or a comment. Calls follow the shape of the dose curve; as a rule, active = well fitted curve in the direction sought with a large enough effect; inconclusive = small, poorly fitted or top-dose-only effect, or another doubt; inactive = no such curve, though single readings can be large; an effect the other way counts as inactive or inconclusive. Potency is read from the fitted curve at half-maximal effect. An excerpt, so the mix of outcomes need not match the whole.

Compound | EPAC1 agonist | EPAC2 agonist | EPAC2 antag | TDP43 rescue | EPAC1 antagonist | aSyn yeast inh | FUS suppressor | PTHR1 ag
C=CCOC(=O)Nc1nc(CCNC(=O)OC(C)(C)C)c(C(=O)OC)s1 | -6% | -3% | -1% | 14% | -4% | 0% | 12% | -5%
CCOC(=O)CCCCCN(Cc1ccccc1)S(=O)(=O)c1ccc([N+](=O)[O-])cc1 | 2% | 0% | 13% | -11% | -3% | -6% | 31% | i
COc1cccc2cc(C(=O)c3ccc([N+](=O)[O-])cc3)oc12 | -4% | 3% | 23% | -14% | 3% | 0% | 33% | -7%
CCCCC(C(=O)NC(C)(C)C)N(Cc1ccccc1)C(=O)c1snc(C(N)=O)c1N (centres undefined) | -6% | 5% | -30% | 5% | -13% | 11% | 35% | -47%[inhibitor]
O=C(Nc1ccc(Cl)cc1F)c1ccc(COc2c(F)c(F)c(F)c(F)c2F)o1 | 2% | -10% | -1% | 2% | -14% | 2% | -5% | -21%[57.5 µM]
COc1cc2[nH]c(C(=O)N3CC(C)OC(C)C3)cc2c(OC)c1OC (centres undefined) | 4% | 13% | 20% | -25% | -13% | -15% | 5% | -1%
COc1ccc(C2C(C#N)=C(N)Nc3nc4ccccc4n32)cc1 (centres undefined) | 1% | 15% | -4% | -9% | -20% | -7% | -1% | i
CC(=O)Nc1ccc(S(=O)(=O)NCC(=O)OCC(=O)c2ccc[nH]2)cc1 | 4% | 1% | 22% | 30% | 16% | -4% | nt | -2%
COc1ccc(C(=O)COC(=O)Cn2nnc3ccccc32)cc1Br | 7% | 6% | 4% | -17% | -9% | 1% | 18% | -89%[inhibitor]
Oc1c(Cl)cc(Cl)cc1/C=C/c1ccc2cccc(O)c2n1 | 2% | 4% | 6% | 16% | -13% | 1% | 14% | -20%
CCOC(=O)/C(C#N)=C/C1=C(N2CCOCC2)CC(C)(C)OC1 | 4% | -6% | 1% | 8% | 2% | 1% | 3% | i
O=C(NCCCn1ccnc1)c1nc(Cn2ccc([N+](=O)[O-])n2)no1 | 2% | 15% | 1% | 15% | 5% | 1% | 11% | -26%
CCOC(=O)C1=C(C)N=C2SCCC(=O)N2C1c1cccs1 (centres undefined) | -3% | 6% | 6% | 20% | 0% | -11% | -34% | -35%[inhibitor]
N#CC(C#N)=C1NC2(CCCC2)Cc2ccccc21 | -15% | 9% | 9% | 46% | 3% | 4% | nt | i
Cc1cc(Br)ccc1NC(=O)C1CCN(S(=O)(=O)c2cnc[nH]2)CC1 | 5% | 0% | 0% | 15% | 16% | 3% | 18% | i
CC(=O)NCCNC(=O)c1ccc(Cn2c(=O)[nH]c3ccsc3c2=O)cc1 | -8% | -5% | -3% | -6% | 9% | 7% | 10% | -11%
Cc1c(C(=O)N(C)CC(=O)Nc2cccc(F)c2)oc2c(Cl)cccc12 | -8% | 5% | -16% | 0% | -20% | -6% | 18% | i
COc1cc(C(=O)NCC2CCCN2S(=O)(=O)c2cccs2)cc(OC)c1OC (centres undefined) | 1% | 9% | 6% | -7% | -8% | 1% | 15% | i
FC(F)C(F)(F)C1=CC(c2ccccc2)=NCCN1 | -8% | -8% | -1% | ? | 2% | 4% | -15% | i
COc1cc(C(=O)Nc2ccc(O)cc2)ccc1OC(C)=O | 12% | -18% | -1% | 2% | -24% | -1% | 3% | i
O=C(Cc1ccccc1)NC1(O)C(=O)c2ccccc2C1=O | 1% | 0% | 0% | 0% | -21% | -2% | -8% | i
CCCC(=O)Nc1ccc(C(=O)NNC(=O)c2cccs2)cc1 | 6% | 10% | 1% | -17% | -17% | 5% | 20% | i
OCCN(CC(O)COc1ccccc1)CC(O)Cn1ccc2ccccc21 (centres undefined) | 4% | -1% | -17% | 7% | -3% | -1% | -11% | -23%
Cc1cc2nc(CCN(Cc3cccnc3)C(=S)Nc3ccc(F)cc3)[nH]c2cc1C | 5% | -10% | 0% | -8% | 12% | -1% | 12% | i

Profiles, looked up by structure.
Listed for CCCC(=O)Nc1ccc(C(=O)NNC(=O)c2cccs2)cc1 → EPAC1 agonist = 6%; EPAC2 agonist = 10%; EPAC2 antag = 1%; TDP43 rescue = -17%; EPAC1 antagonist = -17%; aSyn yeast inh = 5%; FUS suppressor = 20%; PTHR1 ag = i
Listed for COc1cc(C(=O)NCC2CCCN2S(=O)(=O)c2cccs2)cc(OC)c1OC (centres undefined) → EPAC1 agonist = 1%; EPAC2 agonist = 9%; EPAC2 antag = 6%; TDP43 rescue = -7%; EPAC1 antagonist = -8%; aSyn yeast inh = 1%; FUS suppressor = 15%; PTHR1 ag = i

Further compounds follow.
Compound | EPAC1 agonist | EPAC2 agonist | EPAC2 antag | TDP43 rescue | EPAC1 antagonist | aSyn yeast inh | FUS suppressor | PTHR1 ag
Cc1oc2c(c1C(=O)N1CCC(C)CC1)C(=O)c1ccccc1C2=O | -28% | 13% | 3% | 13µM* | -7% | 8% | 0% | -30%
COC(=O)CC1SC(=O)NC1=Nc1cccc(C)c1 (centres undefined) | 3% | 2% | 2% | 18% | -3% | 2% | -17% | i
Cc1ccc(CNc2nc3ccccc3n3nnnc23)cc1 | -9% | -3% | 8% | 7% | -10% | 3% | -8% | -4%
COc1ccc2c(c1)N(C(=O)CSc1n[nH]c(C)n1)C(C)(C)C=C2C | 9% | 8% | 6% | 23% | 9% | 5% | -2% | i
O=C(NCc1ccc2c(c1)OCO2)c1ccc(S(=O)(=O)N2CCOCC2)cc1 | 0% | 5% | -9% | -8% | -2% | 1% | -11% | -13%
CC(C)CN(CC(C)C)S(=O)(=O)N1CCC(C(=O)NC2CCCCCCC2)CC1 | -1% | -12% | -2% | -15% | -3% | 5% | 17% | -14%[57.5 µM]
CC(C)Oc1cc(NC(=O)CS(=O)CC(=O)N(C)C)c(Cl)cc1Cl (centres undefined) | -3% | 0% | 2% | -16% | 11% | -5% | 3% | i
NC(=O)NC(=O)CSc1nc(C2CCCCC2)n(-c2ccccc2)n1 | -1% | -6% | 2% | -14% | 3% | 0% | 2% | i
CCCCn1c(SCC(=O)NC2CCS(=O)(=O)C2)nc2cc(S(N)(=O)=O)ccc21 (centres undefined) | -4% | -3% | 0% | nt | -18% | 2% | 4% | i
CC(C)NC(=S)NC1(C)CCS(=O)(=O)C1 (centres undefined) | 4% | -5% | -3% | -6% | -21% | -2% | 2% | 17%
CCCN(CC(=O)Nc1ccc(Cl)cc1Cl)C(=O)CC(NC(C)=O)c1ccccc1 (centres undefined) | -9% | 1% | -17% | -22% | -10% | -7% | nt | -2%
COc1ccc2nc(NC(=O)C3CSC4(C)CCC(=O)N34)sc2c1 (centres undefined) | 2% | -2% | 10% | 25% | -2% | 11% | 16% | -25%
COc1cc2c(cc1OC)CN(C(=O)CSc1n[nH]c(N)n1)CC2 | -4% | 0% | 22% | -5% | 9% | -2% | 19% | -19%
COc1cc(NC(=O)c2ccc(Cl)cc2Cl)ccc1-c1cc2ccccc2oc1=O | -10% | -1% | 11% | 0% | 5% | 1% | nt | -20%
COc1ccc(-c2cc(-c3ccccc3)nc(N3CCCC3)n2)cc1OC | 9% | 3% | -2% | -6% | -9% | -1% | 32% | i
CC1CCCN(C(=O)COC(=O)c2ccc(=O)n(Cc3ccccc3)n2)C1 (centres undefined) | -4% | -2% | -8% | 23% | -8% | 2% | -3% | -24%
Cc1ccc(-c2nc3ncccc3o2)cc1NC(=O)c1ccco1 | 0% | -6% | 2% | 8% | -7% | 2% | 16% | i
COC(=O)C1=C(C)NC(=O)C1(NC(=O)c1ccccc1C)C(F)(F)F (centres undefined) | nt | nt | nt | -15% | nt | -5% | -32% | -3%
O=C(Oc1ccc2ccccc2c1)C1CCC1 | 6% | 2% | -13% | nt | -28% | -5% | 6% | i
Cc1ccc(S(=O)(=O)N/N=C/C(C)(C)CO)cc1 | -7% | -1% | 3% | 13% | 9% | -5% | -6% | i
CCCCn1c(=N)n(CC(=O)C(C)(C)C)c2ccccc21 | 7% | 5% | 6% | -17% | -3% | 0% | 15% | i
Cc1sc2nc(C(C)C)oc(=O)c2c1C | -6% | -4% | 2% | 21% | 6% | -6% | 10% | i
CCc1cc2c(NCc3ccccc3)nc(C)nc2s1 | 7% | 11% | 8% | ? | -3% | -15% | -4% | -16%
C=CCOC(=O)C1=C(C)Nc2nnnn2C1c1ccc(OC)cc1OC (centres undefined) | 5% | 2% | -17% | -13% | -11% | -3% | 0% | ?
COc1cc(/C=N/NC(=O)c2cccnc2)ccc1OS(=O)(=O)c1ccc(F)cc1 | 3% | 4% | 7% | -16% | 5% | 3% | 11% | -1%[57.5 µM]
Cc1nc(NC(=O)COC(=O)c2cccs2)c(Cl)cc1Cl | 6% | 8% | -1% | 0% | 4% | -4% | 8% | -2%
COc1ccc(CC(=O)Nn2c(-c3ccccc3)nc3ccccc3c2=O)cc1 | 13% | 18% | -3% | -3% | 7% | 5% | 6% | -40%[inhibitor]
C=CCNC(=O)CN(CCc1ccccc1)S(=O)(=O)c1ccccc1 | 4% | 10% | -3% | 11% | -12% | 3% | 16% | i
O=C(O)c1cc([N+](=O)[O-])ccc1N1CCC(Cc2ccccc2)CC1 | -3% | -15% | -17% | -17%[9.22 µM] | -17% | -23% | 12% | -6%
CCN(c1ccccc1)S(=O)(=O)c1ccc(Cl)c(NC(=O)CSc2ncn[nH]2)c1 | -3% | 14% | -6% | -1% | -8% | -1% | nt | -15%
CC1CC1C(=O)Nc1nc(-c2ccccc2)cs1 (centres undefined) | 2% | 9% | 3% | 18µM* | 8% | -6% | 3% | -46%[inhibitor][57.5 µM]
Cc1ccc(OS(=O)(=O)c2ccc(-c3csc(C)n3)s2)c(C)c1 | 6% | 9% | -7% | -10% | -18% | -4% | 5% | -25%
COc1ccc(S(=O)(=O)NC(C)C(=O)NCC2CCCO2)cc1OC (centres undefined) | -5% | 8% | 2% | -14% | 15% | 2% | 3% | -4%
c1nc(NC2CCCCCC2)c2[nH]cnc2n1 | -12% | -7% | -27% | 2% | -12% | 6%&1% | -36% | -14%
CC1=CC(=O)[C@H]2C(C)(C)CCC[C@]2(C)[C@@]1(O)CO | 6% | 3% | 16% | 22% | -11% | 4% | -10% | -9%

Screening data (PubChem)
